LEDGF integ inh – blocks HIV-1 LEDGF/p75-dependent DNA integration. TR-FRET IN-LEDGF/p75 DNA integration, Eu/Cy5. inhibition, % at 3.7 µM. actives 0.64% (n = 370,000);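 active = inhibition above the screen-wide mean plus 3 SD, cut at about 13% in these data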;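 also: signal is the Cy5 over europium emission ratio at 671 and 618 nm; 0% = plate median of compound wells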
SIAE primary – human SIAE inhibition, primary screen. actives 0.69% (n = 370,000). SIAE FP-Rh probe binding, fluorescence polarization. inhibition, % at 9.66 µM. AID 1053197;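 active = inhibition above a cutoff: mean of compounds within the control limits plus 3 SD of those, cut at about 17% in these data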;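 also: 0% = plate median of compound wells and 100% = probe without SIAE protein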
TDP2 inh – blocks human TDP2 phosphodiesterase activity; O95551; recombinant TDP2, T5PNP hydrolysis, p-nitrophenol absorbance 415 nm; inhibition, % at 12.8 µM; actives 0.34% (n = 370,000); AID 720702;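 active = inhibition above the mean of all tested compounds plus 3 SD, set per campaign, cut at about 25% in these data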;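 also: 0% = DMSO with enzyme and 100% = buffer with substrate but no TDP2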
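Evaluation: % inhibition relative to enzyme-containing and enzyme-free wells. Material: recombinant human TDP2. Benchmarks: enzyme-free and DMSO wells. Timing: enzyme reaction with compound for 2 h at 37 °C. Compound dosing: 12.8 µM only. Measured by: p-Nitrophenol epi absorbance. Reagent: T5PNP substrate at 5 mM, a TopII-DNA adduct mimic. Replication: single well per compound.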
PG9 binder – PG9 antibody binding by small molecule | TR-FRET gp120-PG9 antibody binding | inhibition, % at 6.7 µM | actives 0.43% (n = 360,000) | AID 624416; in the data active = inhibition above about 8.5%
ABHD4 inh – ABHD4 (mouse) inhibition, primary FP screen; Q8VD66; purified mABHD4, FP-Rh probe fluorescence polarization; inhibition, % at 8.92 µM; actives 0.54% (n = 370,000); AID 720543;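 active = inhibition exceeding the mean over every tested compound plus 3 SD, cut at about 30% in these data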;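 also: 0% = plate median of compound wells and 100% = S159A mutant with DMSO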
Target sequence (Q8VD66 whole entry, looked up): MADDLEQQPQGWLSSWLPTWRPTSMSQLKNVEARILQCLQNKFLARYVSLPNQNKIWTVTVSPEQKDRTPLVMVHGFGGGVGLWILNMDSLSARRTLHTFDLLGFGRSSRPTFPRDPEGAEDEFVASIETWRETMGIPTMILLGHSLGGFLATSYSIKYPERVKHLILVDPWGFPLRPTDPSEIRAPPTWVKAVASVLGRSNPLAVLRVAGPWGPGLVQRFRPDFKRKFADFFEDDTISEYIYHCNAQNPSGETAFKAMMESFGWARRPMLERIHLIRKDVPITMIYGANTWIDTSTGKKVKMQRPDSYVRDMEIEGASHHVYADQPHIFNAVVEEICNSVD
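Test system: mABHD4 protein | Buffer or medium: HEPES pH 7.0 buffer, 150 mM NaCl, 0.01% Pluronic F-127 | Probe or stimulus: FP-Rh fluorescent activity-based probe, added after compound pre-incubation | Timing: Pre-incubation 45 min, probe exposure 60 min, at 25 °C | Technique: Fluorescence polarization, excitation 525 nm, emission 598 nm, BODIPY TMR filters | Repeats: Single well per compound (singlicate)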
TCR-CD3 inh – human TCR-CD3 binding inhibition; TAMRA-labeled TCR probe fluorescence, biochemical; inhibition, % at 9.4 µM; actives 0.37% (n = 360,000); in the data active = inhibition above about 19%;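 also: recombinant mutant TCR 2C K166C tagged with TAMRA read by polarization; 0% = receptor in buffer alone and 100% = receptor with positive control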
UHRF1 MBD2 ctr – human UHRF1 methylated DNA binding inhibitors; UHRF1 binding to methylated oligo, TR-FRET; inhibition, % at 4.4 µM; actives 0.75% (n = 370,000); AID 687016; in the data active = inhibition above about 21%;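 also: UHRF1 SRA domain binding a hemimethylated CpG hairpin DNA probe; 0% = median of test compound wells and 100% = reference inhibitor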
Tn7 DDE FP – disrupts Tn7 cyclic peptide binding to fibrin D-Dimer-E complex. P02675. FP displacement of FITC-Tn7 peptide from fibrin DD(E); 0% = median of compound wells per plate. inhibition, % at 8.3 µM. actives 0.13% (n = 370,000). AID 720508;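 active = inhibition above the mean of compounds falling within the control limits plus 3 SD of them, cut at about 14% in these data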;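 also: 0% = plate median of compound wells and 100% = 10 µM Aha-Tn7 peptide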
Target sequence (P02675 whole entry, looked up): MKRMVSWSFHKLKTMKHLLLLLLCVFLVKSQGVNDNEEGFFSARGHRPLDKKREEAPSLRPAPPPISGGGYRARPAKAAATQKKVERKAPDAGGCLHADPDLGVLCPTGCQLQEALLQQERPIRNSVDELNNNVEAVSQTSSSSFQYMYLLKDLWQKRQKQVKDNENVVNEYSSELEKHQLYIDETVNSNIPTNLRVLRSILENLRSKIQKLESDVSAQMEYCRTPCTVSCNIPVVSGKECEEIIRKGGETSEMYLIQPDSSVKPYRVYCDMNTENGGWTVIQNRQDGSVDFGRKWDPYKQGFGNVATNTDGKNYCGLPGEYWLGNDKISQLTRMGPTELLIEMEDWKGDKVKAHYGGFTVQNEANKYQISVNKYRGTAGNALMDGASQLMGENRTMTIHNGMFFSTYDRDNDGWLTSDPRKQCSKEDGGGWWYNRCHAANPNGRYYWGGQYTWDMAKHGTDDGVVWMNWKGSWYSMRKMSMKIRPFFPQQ
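Assay system: human fibrin DD(E). Input: DD(E) 2 µM final. Medium: Tris buffer with calcium and detergent, pH 7.8. Compound dosing: single point at 8.3 µM. Timing: 10 min plus 3 h, room temperature. Technique: fluorescence polarization of the labelled Tn7 tracer. Read-out: percent inhibition. Replicates: singlicate testing.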
HTRA1 inhibitor – blocks human HTRA1 serine peptidase. recombinant HTRA1, FP-rhodamine activity-based probe, fluorescence polarization. inhibition, % at 5.96 µM. actives 0.5% (n = 340,000). AID 504803; in the data active = inhibition above about 36%;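 also: 0% = enzyme with DMSO and 100% = wells lacking enzyme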
PRMT1 inh – PRMT1 (human) inhibition, primary screen; Q99873; recombinant PRMT1, activity-based probe fluorescence polarization; inhibition, % at 2.79 µM; actives 1.3% (n = 370,000);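 active = inhibition above about 21% made by adding two undisclosed values, limit read from the data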
* marks the source's active call; other numbers are inactive results; nt = not tested or not shown.

A first look:
LEDGF integ inh,SIAE primary,TDP2 inh,PG9 binder,ABHD4 inh,TCR-CD3 inh,UHRF1 MBD2 ctr,Tn7 DDE FP,HTRA1 inhibitor,PRMT1 inh,structure
0,-9,3,-1.6,-2,-4,-2,0,-22,5,COc1cc(OC)cc(-c2cc3nc(C)c(CCC(=O)NCc4ccccc4)c(C)n3n2)c1
3,17,6,-1.6,-2,-6,-1,1,7,-3,CN(C)c1ccc(C2NC(=O)c3ccccc3N2)cc1 (centres undefined)
-1,-6,6,-0.1,4,2,4,-1,1,-2,CC(=O)N1CCCc2cc(S(=O)(=O)Nc3ccccc3C)ccc21
-2,8,-2,0.6,2,0,0,-1,-1,1,COc1cc(C(=O)N/N=C/c2coc3ccc(Cl)cc3c2=O)ccc1O
2,0,-1,1.0,3,0,56*,4,nt,3,CCCCc1c(-c2ccccc2OC)ncn1CCc1cccc(F)c1

All compounds of this part, previewed entries included:
LEDGF integ inh,SIAE primary,TDP2 inh,PG9 binder,ABHD4 inh,TCR-CD3 inh,UHRF1 MBD2 ctr,Tn7 DDE FP,HTRA1 inhibitor,PRMT1 inh,structure
0,-9,3,-1.6,-2,-4,-2,0,-22,5,COc1cc(OC)cc(-c2cc3nc(C)c(CCC(=O)NCc4ccccc4)c(C)n3n2)c1
3,17,6,-1.6,-2,-6,-1,1,7,-3,CN(C)c1ccc(C2NC(=O)c3ccccc3N2)cc1 (centres undefined)
-1,-6,6,-0.1,4,2,4,-1,1,-2,CC(=O)N1CCCc2cc(S(=O)(=O)Nc3ccccc3C)ccc21
-2,8,-2,0.6,2,0,0,-1,-1,1,COc1cc(C(=O)N/N=C/c2coc3ccc(Cl)cc3c2=O)ccc1O
2,0,-1,1.0,3,0,56*,4,nt,3,CCCCc1c(-c2ccccc2OC)ncn1CCc1cccc(F)c1
1,0,2,0.9,-4,-2,1,3,-1,4,CCc1nnc(NC(=O)CN2C(=O)CCC2=O)s1
0,5,10,0.4,-6,1,-1,0,7,2,COc1ccc(N2C(=O)CSC2c2ccc([N+](=O)[O-])cc2)cc1 (centres undefined)
-3,-2,2,0.3,-3,-4,0,5,nt,4,COc1cc(F)ccc1-c1csc(C(NC(C)=O)c2ccc(F)c(F)c2)n1 (centres undefined)
-7,-3,-5,-1.9,0,2,-1,6,2,-2,COc1ccccc1N(C(=O)Cn1nnc2ccccc21)C(C(=O)NCc1ccco1)c1ccc(C)o1 (centres undefined)
-2,2,0,0.5,-3,3,1,7,-26,2,CCc1nnc(NS(=O)(=O)c2ccc(NC(=O)c3cccc(OC)c3)cc2)s1
1,0,7,-0.6,1,6,-1,-1,-9,-1,Cc1ccc(C(=O)NCCc2nnc3ccc(SCC(=O)Nc4ccccc4C)nn23)cc1
-1,0,-3,-2.6,-2,6,0,3,-4,-1,C=CCn1c(SCc2nc3ccccc3[nH]2)nnc1-c1cccc(OC)c1
1,3,4,-1.3,8,4,-2,1,14,83*,Cc1ccc(S(=O)(=O)CCC(=O)c2cccc([N+](=O)[O-])c2)cc1
-3,-1,8,-2.2,-2,4,0,-7,-2,1,COc1ccc(CCNC(=O)CCC(=O)N2CC(C)Oc3ccccc32)cc1OC (centres undefined)
0,1,-6,-1.1,1,5,5,4,1,-2,O=C(O)c1ccc(CSc2ncnc3c2cnn3Cc2ccccc2)cc1
-1,3,4,1.5,11,5,-2,-7,7,3,O=C(OCC(=O)c1ccc(Cl)cc1Cl)c1cnccn1
5,5,-2,0.6,-1,-5,2,2,1,2,CCOc1cc2[nH]c(=O)n(CCc3ccc(OC)c(OC)c3)c(=O)c2cc1OCC
-1,-4,-4,-0.1,4,-1,0,-3,1,0,NC(=O)C12C(=O)NC(=O)C1(C(=O)O)C21CCCC1 (centres undefined)
2,-9,-11,-1.1,-1,-2,-2,-5,1,-9,ClCC1CN(Cc2ccccc2Cl)CCO1 (centres undefined)
0,-2,-2,0.5,-13,18,-2,0,-34,-1,COc1ccc(Nc2ncnc3scc(-c4ccc(OC)cc4)c23)cc1
-5,-5,1,-1.0,-4,-6,2,1,-6,4,COC(=O)c1ccc(C(=O)OC)c(NC(=O)CN(c2ccccc2)S(=O)(=O)N(C)C)c1
13,-6,-5,-1.1,2,-2,12,-3,1,0,O=C(c1cccc(Cl)c1)c1nn(-c2ccccc2)c(=O)cc1C(F)(F)F
-4,1,12,-0.2,-3,-1,-1,-2,-6,1,O=C(NCCSc1ccccc1)c1cccnc1
-2,3,4,-1.8,6,2,-2,-1,6,13,N#CCCSC(=S)C1CCCC1=N (centres undefined)
-3,-4,-4,-0.4,0,2,1,-2,-9,0,COC(=O)c1cn(NC(=O)CC2CCCCC2)c(=O)c2ccccc12
-3,5,-5,-1.3,-12,-2,7,2,5,7,COc1ccc(N2CCN(C(=O)CCC(=O)N3CC(C)Oc4ccc(C)cc43)CC2)cc1 (centres undefined)
2,-3,-6,1.8,0,-2,-1,2,-15,-2,Brc1ccc2ncc3ccccc3c2c1
1,-4,7,-1.5,0,6,0,10,2,1,COc1ccc(Cl)cc1N(C(C)C(=O)O)S(C)(=O)=O (centres undefined)
-3,-16,5,0.3,-7,-1,5,0,-8,5,O=C(CSc1nc(Nc2ccccc2)nc(N2CCOCC2)n1)Nc1ccc([N+](=O)[O-])cc1
4,1,0,-2.1,-5,2,1,4,nt,-3,NC(=O)CSc1nnc(-c2cnccn2)n1Cc1ccco1
1,-5,6,2.2,4,2,-2,-4,3,1,COc1ccc(CCNC(=O)CCn2c(SCC#N)nc3ccccc3c2=O)cc1OC
-2,-36,4,0.6,4,3,-2,7,-8,2,CN(Cc1nc2ccccc2c(=O)[nH]1)C(=O)c1cc(-c2ccc(Br)cc2)nc2ccccc12
2,-9,14,1.1,-1,0,-6,5,-2,2,CCOc1ccc(C(F)(F)F)cc1NC(=O)c1ccc(OC)c([N+](=O)[O-])c1
-3,-1,0,-2.9,-12,8,0,5,-8,1,COc1ccc(/C(C)=N\Nc2nc(-c3ccc(Cl)cc3)cc(C(F)(F)F)n2)cc1OC
3,-3,5,-0.5,2,1,3,0,-14,-1,CCOc1ccc(S(=O)(=O)NCc2ccccc2OC)cc1
-3,3,12,-1.2,6,-2,7,2,4,-2,CCOc1ccc(CN2CCNC(=O)C2CC(=O)NCCCn2ccnc2)cc1 (centres undefined)
2,-1,-3,-2.6,-1,1,0,0,nt,-4,CCCCN(C=O)c1c(CC)nc2ccc(C(=O)N(CC)CCN(C)C)cn12
1,0,9,-1.4,-1,4,-2,0,3,1,CC1=C(CC(=O)O)c2cc(F)ccc2/C1=C\c1ccc(S(C)=O)cc1 (centres undefined)
-5,8,8,0.1,3,-3,1,4,4,-1,COc1ccc(-n2cnnc2SCC(=O)N(C)C2CCS(=O)(=O)C2)cc1 (centres undefined)
1,-5,11,-0.7,-5,-4,-1,-1,-1,-1,CCN(CC(=O)Nc1cccc(OC)c1)C(=O)c1cccc(S(=O)(=O)N2CCc3ccccc32)c1
4,-3,-15,1.0,4,-5,2,-11,nt,0,O=C(O)Cn1cnc2c(NCc3ccccc3)ncnc21
0,3,12,-0.9,-2,6,0,3,2,-2,COc1cccc2sc(=NC(=O)CCS(=O)(=O)c3ccc(C)cc3)n(C)c12
1,3,3,-0.1,0,1,-1,-7,5,0,CN(c1ccccc1C(=O)NCC1CCCO1)S(C)(=O)=O (centres undefined)
-1,-9,-5,-1.1,-13,1,-1,0,-21,4,O=C(Nc1ccc(OC(F)(F)F)cc1)c1cccc(-n2cnnn2)c1
7,10,-6,-1.6,3,5,0,4,-7,2,CCOC(=O)c1c(CSC(=N)N)n(C)c2cc(Br)c(OC(C)=O)cc12
-2,1,-4,-3.4,-2,6,-12,-1,0,0,COc1ccc(N=C2C(=O)Nc3ccc(C)c(Br)c32)cc1
-1,-5,10,1.0,-4,2,-3,3,-72,3,COc1cccc(NC(=O)CN(C)C(=O)c2oc3c(ccc4ccccc43)c2C)c1
-1,11,4,0.2,10,3,-7,2,0,16,CCC(C)N=C1Sc2nc3ccc(C)cc3cc2CN1CCOC (centres undefined)
2,-2,16,-1.5,-5,2,-1,-4,6,4,O=C(Nc1cccc2ccccc12)NC(Cc1ccccc1)C(=O)O (centres undefined)
-5,0,-9,-0.3,4,0,1,0,-10,3,CCS(=O)(=O)N1CCC(c2nc(-c3ccc(C)cc3)no2)CC1

Following part.
LEDGF integ inh,SIAE primary,TDP2 inh,PG9 binder,ABHD4 inh,TCR-CD3 inh,UHRF1 MBD2 ctr,Tn7 DDE FP,HTRA1 inhibitor,PRMT1 inh,structure
-2,-4,-4,-1.2,-6,4,-2,2,-5,-1,Cc1cc(C(=O)OCC(=O)Nc2cc(S(=O)(=O)N3CCOCC3)ccc2Cl)c(C)o1
-1,0,6,0.3,4,5,1,2,-3,-1,COC(=O)C1=C(C)N(Cc2cccnc2)C(=O)C1
-8,0,-12,1.1,-3,-2,0,0,-2,4,Cc1nc(N)c(C#N)c(-c2ccc3c(c2)OCO3)c1C
2,3,0,-0.2,-1,-1,2,-1,-11,0,COc1cccc(CNC(=O)C(Cc2ccccc2)n2cccc2)c1 (centres undefined)
2,6,15,1.0,3,-4,-6,-1,13,7,N#CC(C#N)=C1C(=O)N(CCN2CCCCC2)c2ccccc21
-3,1,5,1.2,3,-2,2,-3,3,3,O=C(CSc1ncnc2c(-c3ccc(Cl)cc3)nsc12)c1ccccc1
-4,-16,-6,-2.0,-12,-1,2,2,-11,3,N#CCC(=O)Nc1ccc(C(=O)OCC(=O)Nc2cccc3ccccc23)cc1
1,4,-7,-1.6,-1,8,0,0,1,-4,COc1ccc(CCNC(=O)CCn2c(SCC(=O)N3CCCC3)nc3ccccc3c2=O)cc1OC
3,-3,-21,0.4,4,-7,3,-8,-15,-3,COCC1CCCN(Cc2cn(-c3ccccc3F)nc2-c2cc(C)sc2C)C1 (centres undefined)
-1,-2,14,-1.5,4,1,1,1,-13,-4,COc1ccc(OC)c(-c2nn(-c3ccccc3)cc2C(=O)NCC2CCCO2)c1 (centres undefined)
-1,-2,0,-2.3,0,2,-4,-9,-2,1,NC1=NC[C@H](Cc2ccc(O)cc2)N1CC1CCCCC1
3,-3,0,0.3,-12,-3,7,-2,-2,1,COc1ccc(-c2nc(CSCC(=O)N3CCc4ccccc43)c(C)o2)cc1OC
-3,4,0,-2.0,-1,2,1,-7,nt,0,CC1(C(=O)NCc2ccccc2)CCC(=O)N1CCCn1ccnc1 (centres undefined)
-7,4,-7,-1.3,-3,-5,4,1,-10,2,Brc1ccc2c(c1)C(c1ccc(N3CCOCC3)cc1)=NNC(c1cccs1)=N2
5,-4,-3,1.2,-14,-5,7,1,-5,1,COc1ccc(CNC(=O)C(C)N=C2NS(=O)(=O)c3ccccc32)cc1OC (centres undefined)

High-throughput results from PubChem BioAssay.
